Bioassay records: PubChem, National Center for Advancing Translational Sciences (NCATS)
PKM2 activator: activators of human pyruvate kinase M2; purified PKM2, Kinase-Glo ATP luminescence, activation; response scale: 0% is enzyme alone, no compound; Potency, µM (doses to about 57.5 µM), for inactives: at the highest dose activation, usual class: activators; 260,000 compounds, 0.34% hits; also: potency is read from the fitted curve at half-maximal effect; % is scaled to controls: 0 for no effect and ±100 for the full control effect; nearly all actives have a fitted effect of over 55% in size
Target sequence (P14618 whole entry, looked up): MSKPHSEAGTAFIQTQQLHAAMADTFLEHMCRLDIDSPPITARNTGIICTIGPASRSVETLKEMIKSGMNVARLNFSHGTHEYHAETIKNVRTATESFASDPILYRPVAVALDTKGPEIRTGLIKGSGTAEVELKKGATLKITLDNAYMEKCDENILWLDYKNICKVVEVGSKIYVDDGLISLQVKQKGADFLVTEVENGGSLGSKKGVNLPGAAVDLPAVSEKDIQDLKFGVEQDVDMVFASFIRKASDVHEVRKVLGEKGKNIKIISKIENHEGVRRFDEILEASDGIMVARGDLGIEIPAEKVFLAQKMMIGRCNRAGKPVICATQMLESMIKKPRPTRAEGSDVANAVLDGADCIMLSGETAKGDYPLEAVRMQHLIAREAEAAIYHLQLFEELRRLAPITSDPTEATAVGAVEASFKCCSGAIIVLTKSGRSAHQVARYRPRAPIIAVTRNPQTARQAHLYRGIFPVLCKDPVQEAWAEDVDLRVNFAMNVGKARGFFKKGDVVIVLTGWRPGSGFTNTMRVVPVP
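ATP formation by purified human PK-M2, quantified via coupled luciferase luminescence after 1 h at room temperature with 0.1 mM ADP and 0.5 mM PEP final.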
MLL CXXC-DNA inh: blocks binding of human MLL CXXC domain to DNA; Q03164; MLL-CXXC / FITC-HOXA9 DNA fluorescence polarization; Potency, µM (doses to about 115 µM), for inactives: at the top dose activity change, negative = inhibition, actives largely listed as inhibitors; 290,000 compounds, 0.037% hits; active = well fitted inhibition curve with a large enough effect in the polarisation, with a control signal flat, not every such curve was filed as active; inconclusive = small, poorly fitted or top-dose-only effect, or effect the other way, or a change in a side signal; inactive = no such curve, though single readings can be large or run the other way; the % refers to the polarisation; also: potency is read from the fitted curve at half-maximal effect
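Fluorescence polarization: 7 uM MLL-CXXC (stock) preincubated 5 min with compounds, then 50 nM fluorescein-HOX-A9 DNA (stock) added; 30 min ambient. Buffer 50 mM Tris-HCl pH 7.5, 50 mM NaCl, 1 mM DTT, 0.05% BSA.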
TRPV1 agonist: agonists of human vanilloid receptor 1 (TRPV1); activation, % at 8.33 µM; Q8NER1; TRPV1-expressing cells, Fluo-8 calcium influx, agonist mode; 320,000 compounds, 0.19% hits; in the data active = activation above about 80%; inconclusive = between about 30% and that limit; also: 0% is about no effect
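TRPV1-expressing cells were cultured overnight at 35.5C and loaded with Fluo-8 calcium dye for 40 to 90 min at room temperature. After a 10 s baseline, compound was added and calcium influx was read kinetically for 3 min (ex 480/em 520 nm).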
Menin-MLL TR inh: menin-MLL binding inhibition, Texas Red mutant peptide; O00255; Menin + Texas Red MLL mutant peptide, fluorescence polarization; Potency, µM (highest dose often 61.6 µM), for inactives: at the top dose FP activity change, negative = inhibition, usual class: inhibitors; 270,000 compounds, 0.23% hits; AID 1768; active = well fitted inhibition curve with a large enough effect in the polarisation, with a control signal flat, not every such curve was filed as active; inconclusive = small, poorly fitted or top-dose-only effect, or effect the other way, or a change in a side signal; inactive = no such curve, though single readings can be large or run the other way; the % refers to the polarisation; also: potency is read from the fitted curve at half-maximal effect; % of control where 0% means no effect; many of its hits are not listed in these tables
GALK inh: inhibitors of human galactokinase; Potency, µM (highest dose often 57.5 µM), inactives show at the highest dose activity change, negative = inhibition, most hits filed as inhibitors; Purified GALK, Kinase-Glo residual ATP luminescence; 270,000 compounds, 0.007% hits; also: potency is read from the fitted curve at half-maximal effect; % is scaled to controls: 0 for no effect and ±100 for the full control effect
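Galactose (100 uM) and ATP (35 uM) were turned over by 5 nM GALK for 1 h at RT. Kinase-Glo Plus then converted the remaining ATP into a luminescent signal.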
Giardia killer: kills Giardia lamblia. 340,000 compounds, 0.15% hits. Giardia lamblia trophozoite viability. AID 540267. activity change, % at 7.66 µM, hits read low; in the data active = activity change below about -80%; inconclusive = between about -30% and that limit;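 also: parasites exposed to compound for two days anaerobically before the ATP read; % is scaled to controls: 0 for no effect and ±100 for the full control effect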
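Viability, read as ATP luminescence: trophozoites at 100 cells/well, compound added, 48 hrs anaerobic at 37 deg C, then 15-30 min room-temperature development before reading.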
hERG WT inh: inhibitors of human wildtype KCNH2 potassium channel; activity change, % at 1.84 µM; AID 720551; Q12809; U2OS, BacMam KCNH2, thallium flux FluxOr; active compounds read low; 340,000 compounds, 0.37% hits;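 active = maximum activity change below -70%; inconclusive = maximum activity change between -70% and -50%; inactive = maximum activity change above -50%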; also: % is scaled to controls: 0 for no effect and ±100 for the full control effect
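U2OS cells were transduced with wild-type KCNH2 virus (2.03 x 10^8 / mL) for 4 h at room temperature, then cultured overnight at 37 C. Thallium flux was read with FluxOr dye. Rate constants were normalized to DMSO controls.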
KCNH2 3.1 block: inhibitors of human KCNH2 3.1 potassium channel isoform; AID 720553; activity change, % (tested at about 1.8 µM); 340,000 compounds, 0.95% hits; U2OS KCNH2 3.1, thallium flux FluxOr; active compounds read low;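 active = maximum activity change below -70%; inconclusive = maximum activity change from -70% to -50%; inactive = maximum activity change above -50%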;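 also: thallium influx rate constant from kinetic fluorescence after stimulation buffer; % is scaled to controls: 0 for no effect and ±100 for the full control effect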
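Virally transduced U2OS (3.1 isoform, 4 h infection in dark at RT) → overnight 37 C → FluxOr + Red40 in HBSS/HEPES, 45 min → stimulation buffer, 2 min kinetic read → rate constant vs DMSO controls.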
USP2a block: USP2a (human) protease inhibition; Potency, µM (series often up to 38.3 µM), without a hit: at the top dose activity change, negative = inhibition, hits mostly inhibitors; O75604; AID 463254; 330,000 compounds, 0.01% hits; USP2 core, Ub-CHOP2 coupled fluorogenic reporter, 485/531;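 also: potency is read from the fitted curve at half-maximal effect; plate controls were DMSO wells for no effect and full inhibition by NEM control for full effect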
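Deubiquitinase activity read as fluorescence (485/531 nm) after Ub-CHOP2 cleavage activates the enterokinase reporter on its substrate; USP2 core 10nM, Ub-CHOP2 and substrate 25nM each, 30min compound preincubation then 60min RT; data normalized to NEM, curves fitted.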
Coupling enz: counter-screen for Giardia aldolase inhibitors: coupling enzyme system; coupling enzyme system counterscreen, AmpLite Red fluorescence; activity change, negative = inhibition, % at 58.2 µM, hits read low; 290,000 compounds, 0.67% hits; in the data active = activity change below about -30%; also: % is scaled to controls: 0 for no effect and ±100 for the full control effect
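Fluorescence at 525 nm excitation and 598 nm emission measured inhibition of the coupled detection system without aldolase. Compounds (at 57.5 uM final) were preincubated 10 min at room temperature with coupling enzyme reagent before a 20 min substrate/AmpLite Red step.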
B2AR arrestin: recruits beta-arrestin to the human beta2-adrenergic receptor; beta-arrestin recruitment to beta2AR, cell-based reporter; Potency, µM (top dose mostly 46.1 µM), for inactives: at the top dose activation, usual class: activators; 330,000 compounds, 0.02% hits; AID 492947;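 also: potency is read from the fitted curve at half-maximal effect; 0% = DMSO controls and full agonism = EC100 isoproterenol or metaproterenol; nearly all actives have a fitted effect of over 65% in size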
Target sequence (P07550 whole entry, looked up): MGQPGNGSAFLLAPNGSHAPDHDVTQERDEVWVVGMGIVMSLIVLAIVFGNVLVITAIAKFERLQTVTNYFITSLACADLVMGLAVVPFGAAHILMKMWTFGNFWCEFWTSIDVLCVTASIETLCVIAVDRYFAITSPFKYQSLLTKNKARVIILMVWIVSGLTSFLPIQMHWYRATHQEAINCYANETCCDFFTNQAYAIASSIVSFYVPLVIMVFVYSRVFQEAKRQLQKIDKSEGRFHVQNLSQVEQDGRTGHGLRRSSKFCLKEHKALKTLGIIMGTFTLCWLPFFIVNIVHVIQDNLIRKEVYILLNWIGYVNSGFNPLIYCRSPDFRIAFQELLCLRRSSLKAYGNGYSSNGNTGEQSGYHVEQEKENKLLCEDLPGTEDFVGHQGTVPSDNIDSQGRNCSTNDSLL
The depositor's hits bear a star; ? = inconclusive; . = no result given; [ ] = remark or other dose. Unless noted, calls follow the shape of the dose curve; as a rule, active = well fitted curve in the direction sought with a large enough effect; inconclusive = small, poorly fitted or top-dose-only effect, or another doubt; inactive = no such curve, though single readings can be large; an effect the other way counts as inactive or inconclusive. This is a subset; rates above refer to the full screens.

SMILES	PKM2 activator	MLL CXXC-DNA inh	TRPV1 agonist	Menin-MLL TR inh	GALK inh	Giardia killer	hERG WT inh	KCNH2 3.1 block	USP2a block	Coupling enz	B2AR arrestin
COc1ccc(OC)c(C(=O)c2coc3ccc(O)c(CN4CCOCC4)c23)c1	11%	6%	8	4%	0%	8	-16	2	-5%	-4	0.2%
Cc1cccc(Cn2ccc(N)n2)c1	7%	-6%	-10	-8%	1%	-16	0	-7	-2%	5	-0.3%
O=S(=O)(NCc1ccccc1)c1ccc2c(c1)OCCO2	-18%	10%	1	-4%	2%	-4	-7	4	2%	0	-0.1%
N#Cc1c(-c2ccccc2F)cc(-c2cccnc2)nc1N	4%	13%	?	-11%	0%	-10	-11	16	-1%	0	-0.6%
CCn1ccnc1CNC(=O)c1ccc(OC2CCN(C(=O)COC)CC2)cc1	3%[0.46 µM]	32%[activator]	12	-9%	8%	19	-6	-1	2%	-1	0.1%
Cc1cccc(Oc2ccccc2NS(=O)(=O)c2ccc(CCC(=O)O)cc2)c1	.	.	1	.	.	1	1	-4	-1%	.	-0.2%
Cc1ccc(CNC(=O)COC(=O)c2ccc(S(=O)(=O)N3CCOCC3)cc2)cc1	.	.	.	.	.	9	2	-3	3%	.	0.0%
COc1ccc(N2CCN(C(=O)c3cc(=O)c4cc(Cl)ccc4o3)CC2)cc1	.	7%	14	-24%	-1%	8	27	-10	2%	3	-1.1%
COc1ccc(N(C(=O)c2cccc([N+](=O)[O-])c2)S(=O)(=O)c2cccs2)cc1	9%	28%	-2	?	-2%	3	24	-8	2%	-2	0.3%
CCc1cc(C(=O)OC)c(NC(=O)CN2CCN(C(=O)C3CCCO3)CC2)s1 (stereo not given)	0%	-7%	6	.	-5%	-10	5	1	2%	.	-0.1%
CCc1c(C#N)c(SCCC(=O)Nc2ccc(C)cc2)nc2c1C(=O)CC(C)(C)C2	-1%	0%	7	.	-3%	15	-4	-2	-1%	4	0.3%
Cc1c(Cl)cccc1NC(=O)CSc1ncnc2c1cnn2CCO	.	?	2	.	-2%	-18	8	-5	5%	.	-0.2%
COc1ccc(C(CC(=O)N2CCCCC2)NC(=O)C(F)(F)F)cc1 (stereo not given)	7%	5%	-2	5%	0%	-13	-5	-1	1%	6	-0.3%
COc1ccc(-c2noc(CCC(=O)N3CCN(c4ccccc4)CC3)n2)cc1	.	.	.	.	.	-15	0	0	-2%	.	-0.9%
COC(=O)c1ccc(CO/N=C/c2cccc([N+](=O)[O-])c2)cc1	.	3%	7	-14%	.	2	9	-14	-2%	1	0.5%
O=C(COc1ccccc1)Nc1c(C(=O)N2CCC(N3CCCCC3)CC2)oc2ccccc12	.	-2%	1	.	-3%	-17	25	9	2%	.	-0.1%
CC(C)c1ccc(OCC(=O)NCc2ccccc2)cc1	0%[11.5 µM]	-4%	?	-10%	-2%	13	0	-1	0%	-3	0.0%
C#Cc1cccc(-n2nnc(C(C)=O)c2C)c1	0%	-2%	1	.	.	-7	-3	6	1%	1	-0.7%
COc1cccc(OC)c1OCCOc1ccccc1OC(C)C	0%	12%	6	-7%	2%	7	2	-15	1%	1	0.2%
CCOCCCNC(=O)CNC(=S)N(Cc1ccc(C)cc1)Cc1ccco1	4%	13%	7	-14%	1%	-4	-2	20	9%	0	0.1%
CCn1c(SCC(=O)Nc2ccc(N(C)C)cc2)nnc1-c1ccco1	-1%	3%	1	5%	-1%	2	-2	-9	1%	1	0.4%
CCCCCn1c(CN2CCCCC2CC)nc2c1c(=O)n(C)c(=O)n2C (stereo not given)	-1%	-1%	19	-1%	2%	?	5	-9	1%	-1	0.3%
OC(COc1cccc(OCC(O)CN2CCCC2)c1)CN1CCCC1 (stereo not given)	1%	9%	1	4%	-1%	3	-7	11	1%	3	-0.7%
Cc1cccc(C(=O)Nc2cccc3cccnc23)c1	-15%	-11%	5	-4%	-2%	4	-7	-3	3%	-4	0.6%
CCCCn1nc(C(=O)N2CCN(S(=O)(=O)c3ccccc3)CC2)c2ccccc2c1=O	.	.	2	.	.	-12	-5	-1	-2%	.	0.0%

The list goes on, starting with the last two of the part before.
SMILES	PKM2 activator	MLL CXXC-DNA inh	TRPV1 agonist	Menin-MLL TR inh	GALK inh	Giardia killer	hERG WT inh	KCNH2 3.1 block	USP2a block	Coupling enz	B2AR arrestin
Cc1cccc(C(=O)Nc2cccc3cccnc23)c1	-15%	-11%	5	-4%	-2%	4	-7	-3	3%	-4	0.6%
CCCCn1nc(C(=O)N2CCN(S(=O)(=O)c3ccccc3)CC2)c2ccccc2c1=O	.	.	2	.	.	-12	-5	-1	-2%	.	0.0%
CCS(=O)(=O)N1CCN(c2ccc(S(=O)(=O)N3CCOCC3)cc2)CC1	-1%	-4%	0	13%	0%	-14	1	15	-6%	3	-1.7%
CCCn1nnnc1NC(=O)CSc1ccc(Cl)cc1	-3%	-8%	6	-2%	-5%	4	8	-3	-2%	9	0.2%
CCCCNC(=O)CCn1nc(-c2ccc(Cl)cc2)c2ccccc2c1=O	-9%	-4%	7	.	0%	0	2	-7	3%	5	3.8%
Cc1cc(C)c2ccc(/C=N/O)nc2c1O	2%	-6%	-2	.	-1%	6	-11	8	1%	-8	-0.4%
O=C(CN1C(=O)NC2(CCCCCC2)C1=O)NCCc1ccccc1	.	.	1	.	.	-22	-4	-10	0%	.	0.1%
CC(=O)Nc1ccc(S(=O)(=O)N2CCC(C(N)=O)(N3CCCCC3)CC2)cc1	-3%	-2%	0	1%	9%	12	17	10	-8%	-1	-0.2%
CSc1ccc(/C=N/N2CCN(c3ccccc3)CC2)cc1	0%	?	-2	7%	-1%	-4	0	1	5%	-4	-0.9%
CC(C)c1ccc(NC(=O)N2CCCC2C(=O)Nc2ccc(-n3cnnn3)cc2)cc1 (stereo not given)	4%	2%	2	9%	-1%	-1	16	1	0%	1	-0.2%
OC1(c2ccc(OC(F)F)cc2)CSC(=Nc2cccnc2)N1C1CC1 (stereo not given)	-3%	-4%	5	-24%	.	3	-3	-15	2%	3	-0.8%
CCN1CCN(c2nc(N(C)c3ccccc3)nc(N)c2[N+](=O)[O-])CC1	3%	-7%	1	.	-3%	-5	12	1	-1%	0	0.2%
COc1ccc(Cl)cc1C(=O)O/N=C(\N)c1ccncc1	-3%	-3%	9	.	-1%	8	-1	0	1%	4	-0.7%
CC(=O)Nc1ccc(NS(=O)(=O)c2ccc(OC(C)C(=O)N3CCOCC3)cc2)cc1 (stereo not given)	.	.	-2	.	.	-5	2	11	0%	.	-0.9%
Cc1noc(-c2ccc(Cl)cc2)c1C(=O)O/N=C(\N)c1ccc(C(C)(C)C)cc1	-4%	0%	?	.	-2%	-24	-1	10	-2%	-2	-0.9%
Cc1ccc(O)c(/C=N/NC(=O)Cc2ccc(Cl)cc2)c1	3%	17%	-3	?	1%	-13	-2	8	0%	1	-0.8%
CC(Oc1ccc(Cl)cc1Cl)c1nc(-c2ccc(NC(=O)c3ccccn3)cc2)no1 (stereo not given)	-8%	-3%	2	6%	0%	6	22	19	1%	-1	-0.8%
COCCCN1C(=O)c2ccc(C(=O)NCCc3ccccc3)cc2C1=O	.	12%	0	-11%	.	-1	-8	-5	0%	3	5.3%
COc1cc(/C=C/C(=O)OCC(=O)Nc2ccccc2Cl)cc(OC)c1OC	-34%	-2%	-3	9%	-1%	9	12	-1	0%	3	0.1%
CN(C[C@H](Cc1ccccc1)N(C[C@H](c1ccccc1)N(CCc1ccccc1)N=O)N=O)N=O	2%	-21%	6	1%	2%	-10	-20	-23	-1%	4	-0.3%
O=C1c2ccccc2C(O)N1Cc1cccs1 (stereo not given)	5%	-6%	-1	-7%	0%	18	10	-12	2%	1	-0.8%
Cc1ccc2cc(/C=N/Nc3nc4ccccc4[nH]3)c(Cl)nc2c1	-10%	10%	-2	6%	6%	?	7	0	-2%	2	-0.6%
CCNC(=O)N(CC)C[C@H]1N[C@@](C)(C(=O)OC)[C@H]2C(=O)N(Cc3ccccc3)C(=O)[C@@H]12	.	.	.	.	.	-15	0	0	-2%	.	-0.5%
Cc1ccc(C(=O)O/N=C(\N)c2ccccn2)c(C)c1	-90%	-2%	?	.	?	-20	-13	-4	1%	.	-0.6%
Cc1cc(-c2csc3nc[nH]c(=S)c23)cc(C)c1C	-1%	-2%	11	?	9%	13	-8	11	0%	2	0.1%
CC(=O)Nc1cc(C)nn1-c1nc(C)cc(C)n1	1%	-2%	3	-2%	-2%	4	-29	-5	4%	0	-0.1%
COC(=O)CCCc1nc2ccccc2s1	7%	-4%	-1	-3%	-1%	1	-1	3	3%	-1	0.1%
